ATXN2 expr inh – reduces ATXN2 reporter expression in HEK-293 cells; HEK-293 ATXN2-luciferase reporter, luminescence, 24 h; Potency, µM (doses to about 57 µM), without a hit: at the top dose activity change, negative = inhibition, most hits filed as inhibitors; 360,000 tested, 0.72% active; AID 1745845; also: potency is read from the fitted curve at half-maximal effect; % is scaled to controls: 0 for no effect and ±100 for the full control effect; nearly all actives have a fitted effect of over 55% in size
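ATXN2-luciferase reporter cells (luciferase flanked by upstream and downstream ATXN2 gene portions) were treated 24 h at 37 °C with compounds at up to 57 uM. SteadyGlo luminescence gave expression; GF-AFC fluorescence gave viability.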
HT1080NT lethal – kills 2HG-producing HT-1080-NT fibrosarcoma cells. AID 686970. Potency, µM (top dose mostly 46.1 µM), for the others: at the top dose activity, negative = less viability, actives largely listed as cytotoxic. HT-1080-NT fibrosarcoma viability, CellTiter-Glo ATP luminescence, 48 h. 360,000 tested, 1.6% active;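 also: NT is the 2HG producing partner of a matched IDH1 knockdown line; potency is read from the fitted curve at half-maximal effect; 0% = DMSO-treated cells and -100% = media-only wells without cells; nearly all actives have a fitted effect of over 55% in size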
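A 48-hour cytotoxicity screen used HT-1080-NT cells plated 2 hours before compound delivery. ATP-based CellTiter-Glo luminescence measured viability, normalized to DMSO and no-cell controls.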
HT1080 IDH1KD tx – HT-1080 IDH1 knockdown cell toxicity (counter line); HT-1080 IDH1 knockdown viability, ATP luminescence, 48 h; Potency, µM (titrated, usually from 46.1 µM), for inactives: top-dose activity, negative = toxicity, hits mostly cytotoxic; 360,000 tested, 2% active;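 also: potency is read from the fitted curve at half-maximal effect; 0% = DMSO wells and -100% = cell-free medium wells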
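Using the IDH1-knockdown HT-1080 line run in the same batch and compound series as the NT line, viability after 48 h at 37 °C was determined by CellTiter-Glo luminescence and expressed as % activity.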
KB-V1 cytotox – KB-V1 MDR subline cytotoxicity | KB-V1 MDR cells viability, CellTiter-Glo, 72 h | Potency, µM (titrated, usually from 46.1 µM), for the others: at the top dose activity change, negative = cytotoxicity, usual class: cytotoxic | 400,000 tested, 3.4% active | AID 1347076; also: potency is read from the fitted curve at half-maximal effect; % is scaled to controls: 0 for no effect and ±100 for the full control effect; nearly all actives have a fitted effect of over 60% in size
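Readout: CellTiter-Glo luminescence, 10 min after addition. Cells: KB-V1 MDR subline, 72 h at 37 degrees C with compound. Analysis: corrected, normalized data fitted to concentration-effect curves.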
IL-1B inflam inh – inhibitors of inflammasome signaling (IL-1 beta secretion). activity change, % at 57.5 µM. 360,000 tested, 4.7% active. THP-1 LPS/ATP IL-1B secretion, AlphaLISA, 16 h; hits give low values. AID 743279; in the data active = activity change below about -50%; inconclusive = mostly about -30% to -49%; also: % is scaled to controls: 0 for no effect and ±100 for the full control effect
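Secreted IL-1B measured by AlphaLISA bead assay after 16 h compound exposure of THP-1 cells; compounds (final up to 57.5 uM) added 1 h before LPS (250 ng/mL) and ATP (1.25 mM) stimulation; lower signal means less secretion.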
SW480 rerep – induces DNA re-replication in SW480 colon adenocarcinoma cells | SW480 DNA re-replication, Hoechst DNA content imaging, 48 h | Potency, µM (highest dose often 46.1 µM), for the others: at the top dose re-replication activation, most hits filed as activators | 340,000 tested, 1.8% active | AID 624297; also: potency is read from the fitted curve at half-maximal effect; % of control where 0% means no effect; nearly all actives have a fitted effect of over 55% in size
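Treated cells incubate 48 hr (37 C, 5% CO2), are stained 40 min with Hoechst, and nuclear fluorescence is enumerated; a rise in nuclei with high DNA signal marks re-replication.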
MCF10A rereplic – inducers of DNA re-replication in MCF 10A breast cells; MCF 10A DNA re-replication, Hoechst nuclear intensity, 48 h; Potency, µM (highest dose often 46.1 µM), inactives show top-dose activity, positive = re-replication, most hits filed as activators; 350,000 tested, 2.9% active; AID 624296; also: potency is read from the fitted curve at half-maximal effect; % of control where 0% means no effect; nearly all actives have a fitted effect of over 50% in size
KB-3-1 tox – kills parental KB-3-1 adenocarcinoma cells | KB-3-1 viability, CellTiter-Glo ATP luminescence, 72 h | Potency, µM (highest dose often 46.1 µM), for the others: at the highest dose activity change, negative = cytotoxic, usual class: cytotoxic | 400,000 tested, 1.4% active; also: potency is read from the fitted curve at half-maximal effect; % is scaled to controls: 0 for no effect and ±100 for the full control effect; nearly all actives have a fitted effect of over 60% in size
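KB-3-1 cells, DMEM (no phenol red) + 10% FBS; compound by pin transfer, 72 h, 37 °C. Readout: CellTiter-Glo luminescence after 10 min. Data normalized, curve-fitted.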
WRN helicase inh – blocks human WRN helicase; 360,000 tested, 0.46% active; Q14191; WRN helicase unwinding, fluorescent forked duplex, kinetic; Potency, µM (highest dose often 114 µM), inactives show at the highest dose activity change, negative = inhibition, usual class: inhibitors; also: potency is read from the fitted curve at half-maximal effect; % is scaled to controls: 0 for no effect and ±100 for the full control effect; nearly all actives have a fitted effect of over 55% in size
Target sequence (Q14191 whole entry, looked up): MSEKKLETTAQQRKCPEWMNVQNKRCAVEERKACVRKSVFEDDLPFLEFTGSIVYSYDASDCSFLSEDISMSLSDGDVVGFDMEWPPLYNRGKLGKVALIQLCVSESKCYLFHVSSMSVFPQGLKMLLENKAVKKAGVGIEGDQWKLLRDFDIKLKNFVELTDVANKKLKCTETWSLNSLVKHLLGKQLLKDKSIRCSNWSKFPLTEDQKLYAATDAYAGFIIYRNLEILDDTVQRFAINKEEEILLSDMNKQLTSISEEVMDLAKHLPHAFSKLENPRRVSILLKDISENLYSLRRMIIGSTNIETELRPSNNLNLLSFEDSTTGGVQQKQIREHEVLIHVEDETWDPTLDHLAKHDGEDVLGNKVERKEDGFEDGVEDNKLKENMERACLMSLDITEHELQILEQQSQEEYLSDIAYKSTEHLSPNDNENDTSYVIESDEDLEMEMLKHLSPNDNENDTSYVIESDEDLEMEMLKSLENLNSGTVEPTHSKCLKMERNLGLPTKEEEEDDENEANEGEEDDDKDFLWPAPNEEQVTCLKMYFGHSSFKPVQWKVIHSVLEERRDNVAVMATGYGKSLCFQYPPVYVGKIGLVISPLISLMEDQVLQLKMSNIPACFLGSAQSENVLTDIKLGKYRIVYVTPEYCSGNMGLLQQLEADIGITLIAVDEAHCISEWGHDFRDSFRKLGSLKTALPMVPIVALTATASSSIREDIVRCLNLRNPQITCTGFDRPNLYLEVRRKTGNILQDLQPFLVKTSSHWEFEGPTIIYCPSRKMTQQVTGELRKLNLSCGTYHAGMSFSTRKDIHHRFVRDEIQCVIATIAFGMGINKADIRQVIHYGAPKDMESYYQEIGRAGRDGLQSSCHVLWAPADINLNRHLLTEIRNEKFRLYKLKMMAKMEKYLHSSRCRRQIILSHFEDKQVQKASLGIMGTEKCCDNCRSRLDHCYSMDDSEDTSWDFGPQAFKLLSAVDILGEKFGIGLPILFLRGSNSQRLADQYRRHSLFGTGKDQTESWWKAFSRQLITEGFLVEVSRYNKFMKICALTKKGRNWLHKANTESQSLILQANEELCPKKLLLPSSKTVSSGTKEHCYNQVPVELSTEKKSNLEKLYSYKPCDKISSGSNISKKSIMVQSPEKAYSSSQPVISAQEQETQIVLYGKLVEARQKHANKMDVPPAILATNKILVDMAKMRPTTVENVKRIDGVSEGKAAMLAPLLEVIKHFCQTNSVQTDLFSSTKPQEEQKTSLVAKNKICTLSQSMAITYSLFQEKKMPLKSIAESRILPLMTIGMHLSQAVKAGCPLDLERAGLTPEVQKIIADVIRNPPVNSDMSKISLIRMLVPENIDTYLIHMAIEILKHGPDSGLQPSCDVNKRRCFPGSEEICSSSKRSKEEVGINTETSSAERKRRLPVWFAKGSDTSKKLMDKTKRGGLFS
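Fluorescence dequenching readout, ex 525 nm/em 598 nm, kinetic mode: forked duplex DNA (100 nM final) with adjacent fluorophore and quencher unwound by WRN (20 nM final) with 2 mM ATP. Compound preincubation 15 min, room temperature.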
* hit, by the source's call; u = inconclusive; x = not tested or not shown; & = joins results of further samples; [ ] = dose if it differs, or a comment. Unless noted, calls follow the shape of the dose curve; as a rule, active = well fitted curve in the direction sought with a large enough effect; inconclusive = small, poorly fitted or top-dose-only effect, or another doubt; inactive = no such curve, though single readings can be large; an effect the other way counts as inactive or inconclusive.

Below each compound – KB-V1 cytotox | SW480 rerep | IL-1B inflam inh | MCF10A rereplic | WRN helicase inh | KB-3-1 tox | ATXN2 expr inh | HT1080NT lethal | HT1080 IDH1KD tx
CC1CCCCN1S(=O)(=O)c1ccc(S(=O)(=O)N2CCN(C)CC2)cc1 (stereo not given)
    -28.9% | -2.0% | 11.1 | 20.4% | -1.2% | 11.0% | -14.6% | 5.2% | 20.9%
COc1ccccc1CNC(=O)c1cccc(S(=O)(=O)N2CCN(c3ccc(F)cc3)CC2)c1
    -17.4% | 5.9% | -7.3 | 5.2% | 0.6% | -14.9% | x | -6.8% | -12.2%
O=C(Nc1c2c(nc3ccccc13)CCCC2)c1ccccc1Cl
    -17.7% | 7.31µM* | 48.8 | -0.3% | 6.4% | 0.2% | -19.6% | 7.6% | 5.2%
CN(CCO)CCC(=O)NC1(C)CS(=O)(=O)CC1S(=O)(=O)O (stereo not given)
    -1.9% | -2.2% | -6.5 | 1.2% | -4.4% | -0.7% | 1.6% | 0.3% | 5.2%
COc1ccccc1NC(=O)CSc1nnc(COc2ccccc2OC)n1C
    u | 3.3% | -18.2 | 1.9% | 4.2% | -4.4% | 9.9% | 11.3% | 8.0%
NCCCNC(=O)c1ccc(/C=N/O)nc1
    -0.8% | -0.3% | 2.5 | -5.0% | 7.9% | 11.1% | -14.0% | 14.7% | 20.8%
CC(C)CN1CCC(=O)N([C@H](COc2ccccc2)Cc2ccccc2)CC1
    u | u | -8.0 | -0.6% | -6.7%[11.6 µM] | 0.0%&-11.7% | -16.9% | -1.3% | -1.4%
COc1cc(/C=N/OCC(=O)Nc2cc(C)on2)ccc1OCc1ccccc1
    u | 13.2% | 31.8 | 9.4% | 8.1% | -5.1% | 14.4% | -0.1% | 1.9%
O=C(c1ccc(-c2ccc(Cl)cc2)o1)N1CCN(S(=O)(=O)c2cccs2)CC1
    u | -1.8% | -18.2 | 18.5% | 4.1% | -23.5% | x | -5.7% | -3.5%
Cc1ccc2c(c1)C=CC(C)(C)S2=O (stereo not given)
    u | 22.3% | 10.4 | 0.5% | -8.6% | 4.7% | -4.1% | -5.4% | 0.6%
CCOC(=O)NC(NCc1ccccc1Cl)(C(F)(F)F)C(F)(F)F
    4.2% | -1.9% | -6.4 | 14.7% | 1.2% | 9.6% | -4.5% | 15.6% | 3.1%
CC/S(C)=N/S(=O)(=O)c1ccc(C)cc1 (stereo not given)
    0.3% | -10.4% | -4.1 | -74.1%[inhibitor] | 10.1% | 9.7% | 1.3% | -0.3% | 10.9%
CCC(Sc1nc(C)cc(=O)[nH]1)C(=O)Nc1nc2c(s1)CCCC2 (stereo not given)
    -23.6% | -7.8% | 28.3 | 22.6% | 4.2% | -3.1% | 7.5% | -0.7% | -1.1%
CCCCN1CC(O)=C(c2nc(-c3ccc(Cl)cc3)cs2)C1=N
    19.0% | 8.4% | 19.1 | -186.2%[0.0737 µM] | -4.4% | -3.1% | u | -0.5% | 5.1%
Cn1c(CN2CCCC2)nc2cc(NC(=O)C3CCCCC3)ccc21
    -27.6% | -2.4% | -1.6 | 7.5% | -5.1% | 7.1% | -3.2% | 1.0% | 4.4%
Cc1ccccc1-n1ncc2c1CC(C)(C)CC2NC(=O)C1=CC(=O)CC(C)(C)O1 (stereo not given)
    -2.3% | -4.4% | 33.5 | 1.9% | -21.2% | 0.0% | 1.8% | 5.3% | 5.6%
COc1ccc(CS(=O)(=O)c2ncn[nH]2)cc1
    29.3% | -0.6% | 0.5 | -1.4% | 8.9% | 17.2% | -2.8% | 7.1% | 16.3%
Cc1cccc(/C=N/n2c(C)nnc2C)c1
    -18.0% | 3.1% | -16.7 | 2.3% | 18.4% | -9.9% | u | 1.8% | 0.9%[9.24 µM]
CC(C)(C)c1ccc(NC(=O)c2cc(C3CCCN(C(=O)CCc4ccccc4)C3)on2)cc1 (stereo not given)
    5.6% | x | 0.0 | x | -2.8% | 0.0% | -12.2% | -6.9% | -28.2%
NCCCC[C@H]1CNC(=O)C(=O)N1CCc1cc(C(F)(F)F)cc(C(F)(F)F)c1
    29.1% | -23.7%[9.22 µM] | 8.8 | 6.7% | 17.0% | 9.3% | 5.1% | 4.3% | 4.3%
CCOC(=O)C1CCCN(Cc2nc(C3CC3)no2)C1 (stereo not given)
    -7.0% | -23.3% | 42.1 | -15.1% | 3.4% | 8.8% | -5.8% | 0.8% | 21.8%
Cc1cccc(NC(=O)c2cc3ccccc3oc2=O)c1
    10.6% | -1.0% | 4.7 | -0.7% | 1.2% | 7.1% | x | 4.9% | 10.1%
COc1ccccc1N1CCN(C(=S)Nc2ccccc2)CC1
    -20.3%&2.5% | 1.3% | 11.3&-23.0 | 12.7% | -3.7%&2.6% | 20.3%&0.0% | 18.5%&8.6% | -2.0%&12.7% | 17.4%&-1.1%
O=C(CSc1cccc[n+]1[O-])Nc1ccc2c(c1)OCCO2
    25.2% | -20.5% | -2.9 | 0.7% | -4.5% | -2.8% | 29.2% | 14.4% | 15.3%
Cc1ccc(CN(CC(O)COc2cccc3[nH]cc(C)c23)C(C)(C)C)cc1 (stereo not given)
    -7.0% | -0.9% | -2.5 | 14.7% | -12.3% | -3.7% | x | u | -16.7%
COc1ccc(NC(=O)CCS(=O)(=O)c2ccc3c(c2)NC(=O)C(C)S3)cc1OC (stereo not given)
    0.0% | 1.3% | 13.9 | -1.2% | -4.7% | 9.2% | -10.2% | -2.7% | -0.5%
CC(=O)c1cccc(OCC(O)CNCCOc2ccc(C)cc2)c1 (stereo not given)
    -27.4% | -3.7% | -12.7 | 8.2% | 0.7% | 6.0% | -28.2% | -8.2% | -13.6%
CCOC(=O)C1CCCN(C(=O)c2cc(-c3ccc(F)cc3)nc3ccccc23)C1 (stereo not given)
    -4.6% | 8.8% | -13.6 | 29.7% | 0.6% | u | 15.5% | u | -8.6%
Cc1cccc(Oc2ncnc(N)c2[N+](=O)[O-])c1C
    17.6% | -5.0% | -2.2 | -0.6% | -22.9%[57.1 µM] | 18.8% | 7.6% | 6.0% | 4.7%
N#C[C@H]1C2OC2c2ccccc2N1C(=O)c1ccccc1 (stereo not given in full)
    26.3% | -0.8% | -13.2 | -4.2% | 2.6% | 0.0% | 7.2% | 0.3% | 3.8%
CCc1ccc(C(=O)CSc2ncn[nH]2)cc1
    -8.6% | -6.0% | -8.7 | 12.9% | -2.0% | 1.3% | 18.6% | 7.1% | -7.4%
Cc1cc(C(=O)COC(=O)c2ccc3c(c2)OCO3)c(C)n1CC1CCCO1 (stereo not given)
    7.2% | -19.9% | 14.3 | u | 5.2% | 25.8% | 59.1%[activator] | 20.9% | u
COC(=O)C1=C(C)N(Cc2ccccc2)C(=NCC2CC2)N[C@H]1c1ccccc1
    0.1% | -5.4% | -13.8 | u | 11.8% | -20.3% | -25.4% | 1.0% | -13.3%
Cc1ccc2c(c1)C(=C(C#N)C#N)CCN2
    -16.6% | 8.9% | 4.4 | 11.2% | -28.1% | 6.0% | -11.1% | -1.4% | 1.9%
C=CCN1C(=O)c2ccc(C(=O)OCC(=O)N(CC)C3CCS(=O)(=O)C3)cc2C1=O (stereo not given)
    7.2% | u | 4.8 | 4.3% | -0.3% | -3.7% | 6.5% | 8.4% | 8.7%
c1ccc(Cn2nnnc2CN2CCN(c3ncccn3)CC2)cc1
    6.6% | -0.3% | -9.9 | -0.9% | -2.0% | -2.8% | -1.7% | 15.6% | 7.2%
O=C(COc1ccc(Br)cc1)Nc1ccc(C(=O)Nc2ccccc2C(=O)O)cc1
    -1.4% | -4.1% | 13.6 | 9.4% | u | 11.8% | 12.8% | -25.1% | 0.1%
COc1ccc(C(=O)Nc2ccccc2C(N)=O)cc1
    0.0% | -9.4% | -8.3 | 1.1% | 4.8% | u | 68.7%[activator] | -3.3% | -16.2%
COc1ccc(CNC(=O)CCc2nnc3ccc(N4CCC5(CC4)OCCO5)nn23)cc1
    -20.5% | -11.2% | -4.6 | -2.0% | 0.4% | -7.1% | -22.1% | 1.6% | -3.4%
Cc1ccccc1OCC(=O)Nc1nnc(C2CC2)s1
    -10.0% | -7.1% | 1.8 | 13.3% | -8.1% | 0.3% | x | -0.1% | -7.2%
O=C(Nc1ccccc1)c1n[nH]c(Cn2cncn2)n1
    0.0% | -1.4% | -0.2 | 364.6%[0.0737 µM] | 5.0% | -1.7% | 14.4% | -0.3% | 8.4%
COc1ccc(NC(=O)CN(C)C(=O)c2ccc(NS(=O)(=O)c3ccc4[nH]c(=O)[nH]c4c3)cc2)cc1
    u | -4.5% | 5.3 | 2.4% | -8.8% | 9.0% | 1.4% | 5.1% | 11.6%
O=C(NCc1ccc2c(c1)OCO2)c1cccnc1Cl
    10.8% | -459.6%[1.84 µM] | -4.7 | 4.1% | 0.4% | 17.5% | -4.1% | 2.5% | 9.2%
O=c1[nH]nc(SCc2ccccc2Cl)n1-c1ccc2c(c1)OCCO2
    u | u | x | 6.6% | 6.5% | 0.6% | 7.1% | -17.9% | -13.4%
Cc1ccc(NC(=O)c2cc(-c3cccs3)on2)cc1C
    13.0%&14.5% | -14.4% | -29.7 | 5.0% | 2.2% | u | 42.1%[activator] | 2.4% | -6.7%
S=C(NCCc1ccccc1)N1CCN(Cc2ccccc2)CC1
    0.6% | 22.4% | -2.9 | 0.9% | 15.0% | -2.3% | 10.3% | -14.8% | -1.6%
O=C(O)c1ccc2nc(-c3ccco3)c(-c3ccco3)nc2c1
    u | -21.2% | 8.1 | -38.8%[inhibitor] | u | -19.8% | 0.1% | 0.0% | -21.2%
Cc1ccccc1NC(=S)N(Cc1cccs1)C1CCCC1
    -12.0% | 2.9% | -1.3 | 16.6% | 8.6% | -3.3% | 0.7% | 20.1% | 5.3%
O=C(NCC(=O)N(Cc1cccs1)C(C(=O)NC1CCCC1)c1cccnc1)c1ccco1 (stereo not given)
    11.9% | -3.0% | -16.3 | -4.7% | 5.0% | 8.9% | -1.3% | 1.1% | -0.1%
